High-throughput results: PubChem BioAssay, Broad Institute
FN deposit inh: fibronectin deposition inhibition; inhibition, % at 12.6 µM; 350,000 compounds, 0.086% hits; AH1F fibroblasts, Alexa488-fibronectin deposition fluorescence, overnight; AID 743247;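 active = mean inhibition across replicates of 30% or more, regardless of how many single replicates reach that level; inconclusive = mean under 30% yet at least half of replicates reach 30%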;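 also: positive control wells lacked labelled fibronectin entirely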
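Test system: AH1F fibroblast monolayer depositing Alexa488-labelled fibronectin into matrix. Input: 10000 cells per well. Technique: fluorescence, ex 485 nm, em 525 nm. Buffer or medium: DMEM plus 2% serum, read in PBS. Timing: 1 h cell adhesion before compound, then overnight fibronectin incubation. Compound: single dose, pinned. Read-out basis: inhibition from reduced deposited-fibronectin fluorescence.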
Casp6 inh: blocks human caspase-6 cleavage activity; P55212; purified caspase-6, Z-VEID-R110 cleavage fluorescence; inhibition, % at 12.5 µM; 350,000 compounds, 0.53% hits; AID 686996;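 active = mean inhibition across replicates at least about 35%, with every replicate also reaching that limit, limit read from the data; inconclusive = only one of the two criteria met; inactive = neither criterion met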;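 also: 0% = median of neutral control wells and 100% = no fluorescence left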
Target sequence (P55212 24-179 limits assumed): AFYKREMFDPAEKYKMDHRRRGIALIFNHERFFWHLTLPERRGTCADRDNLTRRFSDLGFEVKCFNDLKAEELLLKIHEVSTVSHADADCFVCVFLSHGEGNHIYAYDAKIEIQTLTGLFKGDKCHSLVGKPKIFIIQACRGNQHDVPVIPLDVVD
Target sequence (P55212 194-293 limits assumed): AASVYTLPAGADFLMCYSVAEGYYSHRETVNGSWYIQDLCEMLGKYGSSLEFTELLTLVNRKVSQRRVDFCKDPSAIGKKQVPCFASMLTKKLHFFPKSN
Statin myotox sup: protects C2C12 myotubes from simvastatin toxicity; rescue of ATP level, % at 7.49 µM; 330,000 compounds, 0.78% hits; ATP luminescence, 48 h; scaled: DMSO 0, geranylgeraniol control 100;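 active = mean ATP rescue above about 67%, or every replicate alone reaching that limit, limit read from the data, passing the limit was not always enough; inconclusive = no clear call, values can overlap the other calls; inactive = mean under the limit and some replicate under it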;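 also: myotubes were challenged with 10 µM simvastatin during compound exposure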
esBAF inh: inhibitors of esBAF chromatin remodeling in mouse ES cells; Bmi1-luciferase knock-in reporter, 24 h; 100% = twice the neutral-well signal; reporter increase, % at 12.5 µM; 350,000 compounds, 2% hits; in the data active = activation above about 40%; inconclusive = no clear call, values can overlap the other calls;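 also: 0% = median of the plate's neutral control wells and 100% = double that signal; a rise in the Bmi1 reporter signal indicates esBAF inhibition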
S100A4 MyoIIA: blocks human S100A4 binding to myosin IIA peptide; P26447; S100A4/TAMRA-MyoIIA peptide fluorescence polarization; inhibition, % at 10.7 µM; 360,000 compounds, 0.14% hits;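 active = mean inhibition of at least 70% across replicates, with every replicate also reaching that level; inconclusive = mean inhibition reaches 70% but some replicates fall short; inactive = mean inhibition below 70%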
Target sequence (P26447 whole entry, looked up): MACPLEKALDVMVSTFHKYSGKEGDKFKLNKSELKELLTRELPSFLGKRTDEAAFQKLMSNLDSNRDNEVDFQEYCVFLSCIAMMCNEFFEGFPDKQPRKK
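assay system = human S100A4 monomer with TAMRA-labelled myosin IIA peptide | also added = labelled myosin peptide probe, 5 nM | incubation = 5 min between mix addition and reading | control set = DMSO and TFP controls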
SIRT5 block: sirtuin-5 (human) deacylase inhibition; Q9NXA8; Purified SirT5, succinyl-peptide AMC, trypsin-coupled fluorescence; inhibition, % at 15 µM; 330,000 compounds, 1.1% hits; AID 652115; in the data active = inhibition above about 15%; inconclusive = no clear call, values can overlap the other calls
Target sequence (Q9NXA8 whole entry, looked up): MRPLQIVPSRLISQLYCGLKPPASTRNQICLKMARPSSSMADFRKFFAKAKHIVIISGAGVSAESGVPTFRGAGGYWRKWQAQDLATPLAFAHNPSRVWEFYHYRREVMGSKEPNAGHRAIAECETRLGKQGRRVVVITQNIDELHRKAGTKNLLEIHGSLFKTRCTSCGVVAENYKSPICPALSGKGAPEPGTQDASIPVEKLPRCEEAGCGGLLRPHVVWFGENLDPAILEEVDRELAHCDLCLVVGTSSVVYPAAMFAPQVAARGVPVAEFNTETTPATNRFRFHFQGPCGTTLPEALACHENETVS
LGR2 inh: inhibitors of bursicon-induced Drosophila LGR2 receptor cAMP signaling; HEK293 LGR2, CRE-luciferase, bursicon-stimulated, 4 h; inhibition, % at 9.99 µM; 380,000 compounds, 0.35% hits; AID 720647;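 active = drop in luminescence signal, shown as inhibition above about 50% in the replicate tests, limit read from the data, passing the limit was not always enough; inconclusive = probably only some replicates passing the limit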;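 also: agonist challenge used bursicon conditioned medium at about half maximal strength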
* marks the source's active call; other numbers are inactive results; ? = inconclusive; nt = no result given; & = joins results of further samples. A portion of the library, so the mix of outcomes need not match the whole.

SMILES	FN deposit inh	Casp6 inh	Statin myotox sup	esBAF inh	S100A4 MyoIIA	SIRT5 block	LGR2 inh
Cc1nnc(NC(=O)C(C)Sc2nncn2C)s1 (stereo not drawn)	4	-1	7	-3	-4	0	13
O=C(CNCCO)Nc1ccc(F)c(Cl)c1	-4	-1	nt	nt	1	-3	7
O=C(c1ccccc1)N1CC(=O)N2[C@H](CO)[C@@H](c3ccc(-c4ccccc4)cc3)[C@H]2C1	-1	5	nt	nt	25	1	12
CN(C)/C=C(\C(=O)c1cccc(Cl)c1)c1nnnn1-c1ccccc1	7	-1	-8	-1	-5	-2	-1
CCOC(=O)C1=CN(CC)S(=O)(=O)NC1c1ccc(F)c(Cl)c1 (stereo not drawn)	6	1	6	-8	-3	-8	7
CCC(=O)Nc1ccc(CCC(=O)N2CCCC2)cc1	2	1	-5	4	0	-2	11
Cc1ccccc1-c1cnc2c(c1)C(=O)N([C@H](C)CO)C[C@@H](C)[C@H](CN(C)Cc1cncnc1)O2	nt	nt	23	4	nt	nt	8
O=C(C[C@H]1C[C@@H]2c3cc(NC(=O)c4cccnc4)ccc3O[C@@H]2[C@H](CO)O1)NCc1ccncc1	-4&-15	-4	6	-1	0	-2	-1
CCn1nc(C(C)C)cc1C(=O)N1CCCC(CO)(Cc2ccc(F)cc2F)C1 (stereo not drawn)	-5	1	-4	0	-4	-3	4
CC1CCCN(c2nc3c(c(=O)[nH]c(=O)n3C)n2CCSc2nc3ccccc3o2)C1 (stereo not drawn)	-2	-1	-7	-15	1	-5	14
O=C(Nc1nnc(C2CCCCC2)s1)c1ccc(Br)s1	-2	nt	19	27	nt	nt	-23
Cc1ccc(S(=O)(=O)Nc2cc(=O)[nH]c(SCC(=O)Nc3cccc(C(F)(F)F)c3)n2)cc1	9	3	12	-2	-3	2	6
COC(=O)c1ccc2nc(-c3ccccc3)c(Cc3ccc(C)cc3)n2c1	-8	-2	nt	nt	-6	-6	-32
CO[C@H]1CN(C)C(=O)c2ccc(NC(C)=O)cc2OC[C@@H](C)N(Cc2ccccc2C(=O)O)C[C@@H]1C	10	1	1	-5	-5	-4	0
CCN1C(=O)/C(=C2/C=CC=CN2C)OC1=S	-19	nt	11	-12	nt	nt	nt
Cc1ccccc1N1CCN(S(=O)(=O)c2ccc3ccccc3c2)CC1	-2	-5	-14	-2	2	-4	-13
C[C@H](CO)N1C[C@H](C)[C@@H](CN(C)C(=O)Nc2ccc(C(F)(F)F)cc2)Oc2ccc(NC(=O)C3CC3)cc2C1=O	6	0&3	-30&5	-1&-8	-2&-9	3&3	-13
CC(C)CCNC(=O)C1CCC(CNc2c(N3CCC(C)CC3)c(=O)c2=O)CC1 (stereo not drawn)	-14	-1	nt	nt	-2	1	21
S=C(NCCCc1cnc[nH]1)NCCCN(Cc1ccc(Cl)c(Cl)c1)c1ccc(Br)cn1	-6	-6	27	-1	-1	nt	16
COc1ccc(CCNC(=O)CC2SC(=Nc3cc(C)cc(C)c3)NC2=O)cc1OC (stereo not drawn)	-6	-2	nt	nt	-2	-4	7
C[C@H](CO)N1C[C@H](C)[C@H](CN(C)S(=O)(=O)c2ccccc2)Oc2ncc(-c3cccc(C(F)(F)F)c3)cc2C1=O	nt	-1	26	0	-1	5	11
O=C(CCCCCNC(=O)c1ccccc1Br)N=Nc1c(O)[nH]c2ccccc12	-6	14	3	2	2	nt	-2
Cc1c(C(=O)NCc2ccc3c(c2)OCO3)sc(=O)n1Cc1ccc(-c2ccccc2)cc1	-4	1	8	3	-2	nt	11
C[C@@H]1CN([C@@H](C)CO)C(=O)Cc2cc(NC(=O)Nc3ccc4c(c3)OCO4)ccc2O[C@@H]1CN(C)C(=O)NC1CCCCC1	-2	2	0	5	1	nt	7&-11
COc1ccccc1CNC(=O)COC(=O)c1cc(C)oc1C	-3	-1	3	-9	0	nt	24

The listing continues.
SMILES	FN deposit inh	Casp6 inh	Statin myotox sup	esBAF inh	S100A4 MyoIIA	SIRT5 block	LGR2 inh
C[C@H](CO)N1C[C@H](C)[C@@H](CN(C)Cc2ccc(C(F)(F)F)cc2)Oc2c(NC(=O)CCCCCC(=O)Nc3ccccc3N)cccc2C1=O	7	1	nt	nt	?	3	1
CCOc1ccc(OCCC(=O)N(CC)CC(=O)Nc2ccccc2OC)cc1	-6	1	4	1	-1	0	1
CC1(C)CC(CC(=O)O)(c2ccc(F)cc2)CCO1 (stereo not drawn)	5	0	1	-1	-2	-3	-31
Cc1cc(C)c(OCCOCCN2CCCC2)c(C)c1	4	-21	nt	nt	4	-4	-3
O=C(CC[C@H]1O[C@@H](n2ccc(=O)[nH]c2=O)[C@H](O)[C@@H]1O)N1CCN(c2ccccn2)CC1	-11	0	4	-10	4	-3	-1
O=C(N[C@H]1CC[C@H](CCNS(=O)(=O)c2ccc(Cl)cc2)O[C@@H]1CO)c1cccc(F)c1	-3	-1&3	2	8	1&-1	-2&-7	1&3
O=C(c1c(F)cccc1F)N(C1CCCCC1)C1CCCCC1	1	1	-4	-4	1	-7	27
Cc1ccc(-c2cnc3c(c2)C(=O)N([C@@H](C)CO)C[C@H](C)[C@@H](CN(C)C(=O)Cc2ccccc2)O3)cc1	nt	1	30	-3	2	3	-7
C[C@@H]1CN([C@@H](C)CO)S(=O)(=O)c2ccc(-c3ccncc3)cc2O[C@H]1CN(C)C(=O)c1ccc2c(c1)OCO2	nt	2	-8	-2	-11	-5	-17
COc1ccc(NC(=O)c2c(F)cccc2Cl)cc1S(=O)(=O)N1CCOCC1	4	-4	6	-4	-3	nt	-1
CO[C@@H]1CN(C)C(=O)c2cc(NS(=O)(=O)c3ccc(C)cc3)ccc2OC[C@H](C)N(C)C[C@@H]1C	4	2	-9	0	0	-2	-1
Cc1ccccc1NC(=O)COC(=O)c1ccc(CSc2ccc(Cl)cc2)cc1	2	-1	3	0	-1	-1	13
COc1ccccc1NC(=O)N1CCN(c2cc(-c3ccccc3)nc3ncnn23)CC1	nt	4	-34	-1	-5	2	0
CCOC(=O)CN1C(=O)S/C(=C/c2cccc([N+](=O)[O-])c2O)C1=O	-12	9	nt	nt	-1	2	13
C/C(=N\NC(=O)c1ccoc1C)c1ccc(Br)s1	nt	5	-21	18	2	1	-48
CCC(=O)N1C[C@H](C)[C@@H](OC)CN(C)C(=O)c2cc(NS(C)(=O)=O)ccc2OC[C@@H]1C	11	0	0	4	-5	1	-6
C[C@H]1CN([C@@H](C)CO)C(=O)c2cccc(NC(=O)Nc3ccc(C(F)(F)F)cc3)c2O[C@@H]1CN(C)S(C)(=O)=O	10	2	-15	6	-24	-1	4
CCN(CC(=O)NCc1ccc(Cl)cc1)C(=O)c1c(C)noc1C	1	1	-13	2	-1	-2	2
O=C1CC2(CCN(C(=O)c3ccc(F)cc3)CC2)Oc2ccccc21	-2	2	9	0	-4	-5	17
CC(=O)NC(c1ccc(F)c(F)c1)c1nc(-c2cccc(F)c2)cs1 (stereo not drawn)	10	3	14	3	5	nt	5
COc1ccc2c3c(n(C)c2c1)[C@H](CO)N(C(=O)c1ccc(F)cc1)CC31CCN(C)CC1	6	-3	nt	nt	-3	-2	5
NC(=O)c1ccc(C(=O)N/N=C(/Cc2ccccc2)c2ccccc2)cc1	nt	-1	-1	6	-4	0	1
C[C@H]1CN([C@@H](C)CO)C(=O)c2cccc(NS(=O)(=O)c3cn(C)cn3)c2O[C@@H]1CN(C)S(=O)(=O)c1ccc(Cl)cc1	nt	2	-18	3	-21	8	-5
Cc1onc(-c2c(Cl)cccc2Cl)c1C(=O)Nc1nccs1	0	3	-1	-13	6	-4	-2
Cc1ccc(S(=O)(=O)N(C)C[C@@H]2OCCCC[C@H](C)Oc3ccc(NC(=O)Nc4ccc(F)cc4)cc3C(=O)N([C@H](C)CO)C[C@@H]2C)cc1	13	0	nt	3	2	8	14

Two compounds picked at random from those above:
SMILES	FN deposit inh	Casp6 inh	Statin myotox sup	esBAF inh	S100A4 MyoIIA	SIRT5 block	LGR2 inh
C[C@@H]1CN([C@@H](C)CO)S(=O)(=O)c2ccc(-c3ccncc3)cc2O[C@H]1CN(C)C(=O)c1ccc2c(c1)OCO2	nt	2	-8	-2	-11	-5	-17
CC1(C)CC(CC(=O)O)(c2ccc(F)cc2)CCO1 (stereo not drawn)	5	0	1	-1	-2	-3	-31

(next part)
SMILES	FN deposit inh	Casp6 inh	Statin myotox sup	esBAF inh	S100A4 MyoIIA	SIRT5 block	LGR2 inh
CC1CN(C(=O)c2cccc(S(=O)(=O)N3CCOCC3)c2)CC(C)O1 (stereo not drawn)	4	nt	-9	4	nt	nt	6
C[C@H]1CCCCO[C@H](CN(C)Cc2ccc(Cl)c(Cl)c2)[C@@H](C)CN([C@@H](C)CO)C(=O)c2cc(NC(=O)CCC(F)(F)F)ccc2O1	nt	-3	nt	-3	-1	15*	22
CCOC(=O)C1(CCOC)CCN(C(=O)c2ccc(CSC)o2)CC1	nt	0	nt	nt	-2	-5	18
CN(C)CCN(C(=O)c1ccc(S(=O)(=O)N2CCCC2)cc1)c1nc2ccc(Br)cc2s1	-3	-4	6	3	-2	1	-2
O=C(C[C@H]1CC[C@H]2NC[C@@H](O)COC[C@@H]2O1)NC1Cc2ccccc2C1	-13	1	-13	1	0	-1	-4
O=c1c(N2CCOCC2)coc2ccccc12	nt	-3	nt	nt	-5	0	0
CC(C)(C)OC(=O)C[C@H]1C/C=C\C[C@H](CC(=O)NCCO)C(=O)NC[C@H](c2ccccc2)OC1=O	10	1	-10	0	-2	4	-18
C[C@@H]1CCCCO[C@@H](CN(C)Cc2ccc(Cl)c(Cl)c2)[C@@H](C)CN([C@@H](C)CO)C(=O)c2cc(NS(=O)(=O)c3cccs3)ccc2O1	-3	0	nt	5	13	1	10
CCC(=O)Oc1ccc(C(=O)Nc2ccc([N+](=O)[O-])cc2)cc1	-3	-2	nt	-2	-3	-2	-5
Cc1cc(-c2nnc(CCC(=O)NCc3ccc(F)c(F)c3)o2)no1	14	0	nt	nt	-4	1	-6
O=C(O)c1ccccc1CSc1nnnn1-c1ccccc1	5	2	4	10	-15	1	10
O=C(Cc1ccc([N+](=O)[O-])cc1)NCc1ccc2c(c1)OCO2	1	-1	nt	nt	14	-2	6
O=[N+]([O-])c1ccc(N2CCOCC2)cc1N1CCCCC1	2	2	nt	nt	5	2	0
Nc1ccc2nc(NC(=O)C3CCCCC3)sc2c1	-7	-2	-24	52*	1	-1	-370
CC(C)(C)c1ccc(-c2nc(C#N)c(NCc3cccnc3)o2)cc1	2	nt	-11	-4	nt	nt	nt
CC(=O)Nc1ccc(NC(=O)CCSCCc2ccccn2)cc1	2	-3	nt	nt	-4	-2	6
C[C@@H]1CN([C@@H](C)CO)C(=O)c2cc(NS(=O)(=O)c3cn(C)cn3)ccc2O[C@@H](C)CCCCO[C@H]1CN(C)Cc1ccc(C(=O)O)cc1	nt	0	nt	nt	14	-4	7
COc1ccc(C=O)c(-c2c(CCO)sc3ccccc23)c1	4	-1	nt	nt	0	-1	-14
COc1ccc(S(=O)(=O)N(C)C[C@@H]2Oc3c(NS(=O)(=O)c4c(C)noc4C)cccc3C(=O)N([C@H](C)CO)C[C@@H]2C)cc1	nt	nt	-30	0	-18	2	20
C[C@@H]1CN([C@@H](C)CO)C(=O)Cc2cc(NC(=O)Cn3cnnn3)ccc2O[C@H]1CN(C)Cc1ccc(C(=O)O)cc1	nt	-1	-13	3	-3	8	2
CO[C@H]1CN(C)C(=O)c2ccc(NC(=O)C3CCC3)cc2OC[C@@H](C)NC[C@H]1C	4	4	2	-2	-1	-2	13
CC(=O)OCC(=O)Nc1cc(S(=O)(=O)N2CCCCCC2)ccc1Cl	2	2	5	2	-1	nt	-6
